# M5 PAM: human M5 muscarinic receptor positive allosteric modulators, primary screen, CHO-K1 cells, Fluo-8 calcium fluorescence; Muscarinic acetylcholine receptor M5 (Homo sapiens), P08912; CHO-K1 hM5, ACh EC20 PAM; 0% = ACh EC20, 100% = ACh EC100; activation, % at 3 µM; 360,000 tested, 0.3% active; AID 624038, 2012;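 active = activation above the run cutoff, the mean activation of all test compounds plus 3 SD, cut at about 18% in these data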
# Target sequence (P08912 whole entry, looked up): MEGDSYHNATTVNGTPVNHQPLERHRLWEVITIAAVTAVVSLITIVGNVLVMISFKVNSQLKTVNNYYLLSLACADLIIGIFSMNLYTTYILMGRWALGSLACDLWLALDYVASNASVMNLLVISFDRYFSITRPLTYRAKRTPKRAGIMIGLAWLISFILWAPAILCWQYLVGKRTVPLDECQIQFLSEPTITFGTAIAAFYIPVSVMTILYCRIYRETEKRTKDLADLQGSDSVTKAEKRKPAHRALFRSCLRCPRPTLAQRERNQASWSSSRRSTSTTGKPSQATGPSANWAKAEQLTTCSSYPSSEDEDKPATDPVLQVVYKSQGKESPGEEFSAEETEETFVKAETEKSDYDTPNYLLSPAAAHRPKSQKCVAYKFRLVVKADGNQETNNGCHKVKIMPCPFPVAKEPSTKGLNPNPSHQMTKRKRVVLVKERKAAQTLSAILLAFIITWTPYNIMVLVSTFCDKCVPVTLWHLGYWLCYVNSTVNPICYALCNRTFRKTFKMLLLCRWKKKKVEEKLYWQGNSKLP
#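 Assay system: CHO-K1 hM5 cells. Also added: acetylcholine at EC20 concentration, added after compound. Dosing: 3 µM, single dose. Times: compound preincubation 140 s before EC20 acetylcholine addition. Signal: Fluo-8 calcium fluorescence. Measure: % activation relative to EC20 and EC100 ACh responses. Repeats: singlicate, one well per test compound.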
# M1 PAM parental: nonselective calcium activators in parental CHO-K1 cells, primary screen, counter-screen for M1 PAM project, cell-based, Fluo-8 calcium fluorescence, full deck, 1536-well; ATP EC20; 0% at ATP EC20, 100% at ATP max; activation, % at 3 µM; 360,000 tested, 0.02% active; AID 602247, 2012;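 active = activation above the run cutoff, the mean activation of all test compounds plus 3 SD, cut at about 40% in these data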;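 also: peak over basal fluorescence ratio in a 140 s read after ATP addition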
# M5 antag: human M5 muscarinic receptor antagonists, primary screen, CHO cells, Fluo-8 calcium fluorescence; Muscarinic acetylcholine receptor M5 (Homo sapiens), P08912; inhibition, % at 3 µM; AID 624040, 2012; CHO-hM5 cells, ACh EC80; 360,000 tested, 0.59% active;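 active = inhibition above a per-plate cutoff, the mean of that plate's test compounds plus 3 SD, cut at about 27% in these data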;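 also: 0% = acetylcholine EC80 with DMSO and 100% = DMSO without agonist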
# M1 ag parental: counter-screen for M1 agonists: effect in parental CHO-K1 cells; Fluo-8 calcium fluorescence; scaled to maximal ATP response, vehicle zero; activation, % at 3 µM; 360,000 tested, 0.48% active; AID 602248, 2012; in the data active = activation above about 15%;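 also: untransfected CHO-K1 host cells lacking M1 receptor as counterscreen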
# M4 PAM: human M4 muscarinic receptor positive allosteric modulators, primary screen, CHO-K1 cells, Fluo-8 calcium fluorescence; Muscarinic acetylcholine receptor M4 (Homo sapiens), P08173; CHO-K1 hM4/Gqi5, ACh EC20; 0% = ACh EC20, 100% = maximal ACh; activation, % at 3 µM; 360,000 tested, 0.4% active;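 active = activation above its plate's cutoff, the mean activation of sample wells plus 3 SD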; also: some results filed as inactive read as strong as hits
# Target sequence (P08173 whole entry, looked up): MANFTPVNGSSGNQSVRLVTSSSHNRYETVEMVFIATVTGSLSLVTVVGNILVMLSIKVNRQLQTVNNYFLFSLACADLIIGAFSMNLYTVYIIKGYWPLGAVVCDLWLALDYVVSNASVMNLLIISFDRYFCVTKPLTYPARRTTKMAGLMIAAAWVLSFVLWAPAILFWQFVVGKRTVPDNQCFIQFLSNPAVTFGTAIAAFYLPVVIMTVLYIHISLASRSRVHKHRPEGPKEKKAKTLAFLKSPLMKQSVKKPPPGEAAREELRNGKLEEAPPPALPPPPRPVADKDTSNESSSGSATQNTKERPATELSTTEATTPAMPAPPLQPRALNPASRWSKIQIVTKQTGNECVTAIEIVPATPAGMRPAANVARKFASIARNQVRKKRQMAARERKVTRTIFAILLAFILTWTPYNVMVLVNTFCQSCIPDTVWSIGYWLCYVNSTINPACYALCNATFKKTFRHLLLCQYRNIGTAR
# M4 ag: human M4 muscarinic receptor agonists, primary screen, CHO-K1 cells, Fluo-8 calcium fluorescence; 360,000 tested, 0.14% active; Muscarinic acetylcholine receptor M4 (Homo sapiens), P08173; CHO-K1 hM4/Gqi5; vehicle 0%, full acetylcholine response 100%; activation, % at 3 µM;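 active = activation above the run mean over all test wells plus 3 SD, cut at about 32% in these data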;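 also: peak over basal fluorescence ratio per well then scaled between controls; 0% = DMSO wells and 100% = acetylcholine at EC100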
# M4 antag: human M4 muscarinic receptor antagonists, primary screen, CHO cells, Fluo-8 calcium fluorescence | CHO-hM4 cells, ACh EC80 | 360,000 tested, 0.73% active | Muscarinic acetylcholine receptor M4 (Homo sapiens), P08173 | AID 624125, 2012 | inhibition, % at 3 µM;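 active = inhibition above its plate's cutoff, the mean inhibition of sample wells plus 3 SD, cut at about 27% in these data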;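 also: 0% = acetylcholine EC80 with DMSO and 100% = DMSO without agonist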
# M5 ag: human M5 muscarinic receptor agonists, primary screen, CHO-K1 cells, Fluo-8 calcium fluorescence | Muscarinic acetylcholine receptor M5 (Homo sapiens), P08912 | CHO-K1 hM5 cells; 0% DMSO wells, 100% maximal acetylcholine response | activation, % at 3 µM | 360,000 tested, 0.19% active | AID 624037, 2012;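 active = activation above the run's mean over test compounds plus 3 SD, cut at about 23% in these data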;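 also: signal is peak over basal fluorescence ratio across the kinetic read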
# CHO-K1 Ca antag: counter-screen for M1 antagonists: effect in parental CHO-K1 cells; AID 602250; 360,000 tested, 0.6% active; ATP-induced calcium, Fluo-8 fluorescence; inhibition, % at 3 µM;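 active = inhibition above a per-plate cutoff, the plate's mean sample inhibition plus 3 SD, cut at about 24% in these data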;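 also: 0% = DMSO plus EC80 ATP and 100% = DMSO alone without ATP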
# Starred values were filed as active, the others as inactive. An unsorted share of the library; overall some 2.7% were active at least once.
# The first 4 compounds as a preview:
Molecule | M5 PAM | M1 PAM parental | M5 antag | M1 ag parental | M4 PAM | M4 ag | M4 antag | M5 ag | CHO-K1 Ca antag
CCOCCCn1cnc2c([nH]c3cc(OC)ccc32)c1=O | 1 | 11 | 3 | -0.2 | 7 | 1 | 9 | 1 | -1
COC(=O)c1cccc(NC(=O)CSc2nc(=O)cc(N)n2-c2ccccc2)c1 | 3 | -2 | -4 | 0.1 | -16 | 0 | 11 | -1 | -4
CCOC(=O)Cn1nnnc1C(CC)N(Cc1cc2ccc(C)cc2[nH]c1=O)C1CCCC1 (configuration not stated) | 2 | 22 | -3 | -0.1 | 5 | 0 | -3 | -1 | -8
Cc1ccc(OCc2ccc(C(=O)Nc3nc4ccccc4n3C)o2)c([N+](=O)[O-])c1 | 0 | 3 | -3 | -0.2 | 5 | 1 | 7 | 0 | 2

# The whole of this part (from the top)
Molecule | M5 PAM | M1 PAM parental | M5 antag | M1 ag parental | M4 PAM | M4 ag | M4 antag | M5 ag | CHO-K1 Ca antag
CCOCCCn1cnc2c([nH]c3cc(OC)ccc32)c1=O | 1 | 11 | 3 | -0.2 | 7 | 1 | 9 | 1 | -1
COC(=O)c1cccc(NC(=O)CSc2nc(=O)cc(N)n2-c2ccccc2)c1 | 3 | -2 | -4 | 0.1 | -16 | 0 | 11 | -1 | -4
CCOC(=O)Cn1nnnc1C(CC)N(Cc1cc2ccc(C)cc2[nH]c1=O)C1CCCC1 (configuration not stated) | 2 | 22 | -3 | -0.1 | 5 | 0 | -3 | -1 | -8
Cc1ccc(OCc2ccc(C(=O)Nc3nc4ccccc4n3C)o2)c([N+](=O)[O-])c1 | 0 | 3 | -3 | -0.2 | 5 | 1 | 7 | 0 | 2
O=C(COc1ccc(Cl)cc1)NCc1nnc(SCC(=O)NCC2CCCO2)o1 (configuration not stated) | -4 | 14 | -5 | -0.3 | 14 | 1 | -9 | -3 | -12
Cn1cc(CNC(=O)C2c3ccccc3Oc3ccccc32)cn1 | 3 | 5 | -7 | -0.3 | 4 | -2 | 13 | 0 | -4
C/C(=N\NC(=O)CC1N=C(Cc2ccccc2)NNC1=O)c1ccc(C)cc1 (configuration not stated) | 16 | -3 | 2 | -0.2 | 9 | 1 | -9 | -2 | 0
O=C(O)c1cccc(NC(=S)N/N=C/c2ccccn2)c1 | -5 | -13 | 3 | -0.4 | -5 | 0 | 2 | -4 | 15
Cn1ccc(NC(=O)Nc2ccc(Cl)cc2)n1 | 1 | -18 | 8 | 0.6 | 0 | 2 | -2 | 0 | 10
CCOC(=O)c1sc(NC(=O)CSc2nc3c(c(-c4ccc(OC)cc4)c2C#N)CCCC3)c(C#N)c1C | -6 | 1 | -3 | 0.4 | -5 | 0 | 4 | -6 | -2
CCCCn1nnnc1C(c1ccccc1)N1CCc2ccccc2C1 (configuration not stated) | -6 | 5 | -6 | 0.5 | -5 | -2 | 2 | -4 | -15
O=C(Nc1nnc(COc2ccc(Cl)cc2)s1)C1CCCO1 (configuration not stated) | -4 | 18 | -2 | 2.3 | -2 | 2 | -10 | 1 | -4
O=C(CSc1ccc(Br)cc1)NC1CCS(=O)(=O)C1 (configuration not stated) | 1 | -1 | 9 | 0.8 | 6 | 0 | 1 | -3 | -1
O=C1c2ccccc2C(=O)N1CC(=O)N1c2ccccc2CCc2ccccc21 | 4 | 7 | -9 | 2.0 | -5 | 6 | 5 | -5 | -5
CN(CCO)S(=O)(=O)c1ccc2c(c1)C(=NNC(N)=O)c1cc(S(=O)(=O)N(C)CCO)ccc1-2 | 9 | 4 | -8 | 0.1 | 4 | 2 | -9 | -4 | -8
O=C(NCc1ccccc1CN1CCCC1)c1cc2ccccc2o1 | 7 | 1 | 7 | -0.2 | 7 | 0 | -18 | -12 | -12
COc1ccc(OC)c(/C=N/NC(=O)c2cc(-c3ccc(C)o3)nc3ccccc23)c1 | -10 | -9 | 2 | 2.8 | -12 | 6 | 4 | -1 | 13
CCOc1ccc(/C=C2\CCCc3c2nc2ccccc2c3C(=O)O)cc1OC | -24 | 7 | 17 | 45* | -18 | 78* | 16 | 249* | 11
O=C(Nc1ccc(Br)cn1)c1cccc(-c2cc3ccccc3oc2=O)c1 | -1 | -7 | 14 | 0.2 | 12 | 1 | 8 | -1 | 3
O=C(NNC1=C(C(=O)C(F)(F)F)CCC1)c1cccnc1 | 11 | -4 | 4 | 0.3 | 4 | 2 | -2 | -1 | -9
C/C(=N\Nc1ccc(S(=O)(=O)N2CCOCC2)cc1[N+](=O)[O-])C(C)C | -7 | -1 | 12 | 0.8 | 1 | 2 | 5 | -2 | -16
CC(C)(C)CNC(=O)c1cccc2c1C(=O)c1ccc(-c3cc4ccccc4o3)cc1S2(=O)=O | 2 | -20 | 4 | -0.3 | 16 | 2 | 0 | 5 | 10
O=C(CN1CCN(c2ccccc2)CC1)Nc1cccc([N+](=O)[O-])c1 | -1 | 9 | -7 | 0.7 | -6 | 2 | -4 | 2 | 11
O=C(NC1CC2CCCC(C1)N2Cc1ccco1)NC12CC3CC(CC(C3)C1)C2 (configuration not stated) | 2 | 20 | 5 | 0.7 | -1 | 0 | -3 | -4 | -12
O=[N+]([O-])c1ccc(Nc2ccc3ccccc3c2)nc1 | -12 | 28 | 11 | 2.2 | -17 | 2 | 16 | -3 | -14
COc1ccc2cc3c(N)nn(C(=O)Cc4ccccc4OC)c3nc2c1 | -4 | 13 | 0 | 0.0 | 2 | 0 | -1 | 2 | -4
C/C(=N/NC(=O)c1ccc2c(c1)OCO2)c1cccc(NC(=O)C(C)(C)C)c1 | -14 | 10 | 3 | 0.9 | -5 | 1 | 4 | -7 | 2
COc1n[nH]c2nncnc12 | -2 | -1 | 0 | 0.7 | 10 | 0 | -6 | -1 | 13
COc1ccc(COc2ccsc2C(=O)Nc2ccc(Cl)c(Cl)c2)cc1 | -2 | 19 | -6 | 0.1 | 1 | 1 | 3 | -9 | -7
CCOc1ccc(NC(=O)CN(C)C(=O)C2COc3ccccc3O2)cc1OCC (configuration not stated) | 14 | 15 | -3 | 1.5 | 0 | 2 | -10 | -1 | -17

# Next entries follow.
Molecule	M5 PAM	M1 PAM parental	M5 antag	M1 ag parental	M4 PAM	M4 ag	M4 antag	M5 ag	CHO-K1 Ca antag
Cc1ccc(Nc2nc(CSc3nnc(-c4ccncc4)n3C)cs2)cc1	0	12	-4	0.5	-4	1	7	-3	6
CCN(CC)S(=O)(=O)c1cccc(-c2n[nH]c(=S)n2C)c1	-1	10	-14	0.0	13	2	-13	-1	9
COc1ccc(N2CCN(C(c3cccs3)C(C)NC(=O)C(=O)N3CCCC3)CC2)cc1 (configuration not stated)	-5	12	3	4.7	-3	11	1	0	-12
CCOC(=O)c1cccc(S(=O)(=O)N2CCOCC2)c1	-4	19	6	-0.3	14	2	-14	-2	-2
COc1cc2c(cc1OC)CN(C(C)C(=O)Nc1ccc(NC(C)=O)cc1)CC2 (configuration not stated)	5	-4	-4	-0.5	7	0	-2	-1	19
Cc1nn(CC(=O)OCC(=O)NC(C)c2ccccc2)c(C)c1[N+](=O)[O-] (configuration not stated)	3	15	-6	-0.4	5	1	-8	-2	3
CC(CCN1CCC(CN2C(=S)NCC2Cc2ccccc2)CC1)c1ccccc1 (configuration not stated)	-14	-7	13	0.5	-14	0	19	-4	12
CC(C)[C@H]1COCCS(=O)(=O)N1Cc1ccccc1	6	1	2	-0.2	10	1	-9	0	-7

# Arranged by SMILES length (falling): part of the list above.
Molecule	M5 PAM	M1 PAM parental	M5 antag	M1 ag parental	M4 PAM	M4 ag	M4 antag	M5 ag	CHO-K1 Ca antag
CC(CCN1CCC(CN2C(=S)NCC2Cc2ccccc2)CC1)c1ccccc1 (configuration not stated)	-14	-7	13	0.5	-14	0	19	-4	12
CCN(CC)S(=O)(=O)c1cccc(-c2n[nH]c(=S)n2C)c1	-1	10	-14	0.0	13	2	-13	-1	9
CCOC(=O)c1cccc(S(=O)(=O)N2CCOCC2)c1	-4	19	6	-0.3	14	2	-14	-2	-2

# (more compounds)
Molecule	M5 PAM	M1 PAM parental	M5 antag	M1 ag parental	M4 PAM	M4 ag	M4 antag	M5 ag	CHO-K1 Ca antag
COc1ccc(S(=O)(=O)N(C)C[C@@H]2OCc3cn(nn3)CCCC(=O)N([C@@H](C)CO)C[C@H]2C)cc1	-5	20	-5	0.9	2	0	-8	0	-20
C#Cc1ccc(NC(=O)C2(C)CCN2C(=O)C/C=C/c2ccccc2)cc1 (configuration not stated)	-2	6	-5	-0.1	-1	1	-10	-2	-8
N#Cc1ccc(OC(=O)Cc2ccsc2)cc1	1	-3	0	0.6	3	1	0	-2	7
CCOc1ccc(/C(O)=C2/C(=O)C(=O)N(CCOCCO)C2c2ccccc2)cc1 (configuration not stated)	1	15	-2	1.2	3	1	4	-2	-9
CSc1nc(-c2ccccc2)nn1C(=O)c1ccc(Cl)cc1	2	18	-5	0.2	-3	0	2	-3	-5
CC1(C)CC(=O)C2=C(C1)NC(=O)NC2c1ccccc1 (configuration not stated)	10	-5	2	-0.6	3	1	-8	5	-13
CCOC(=O)[C@]12CCC=C1N(Cc1ccccc1)C(=O)[C@H](CC(=O)NCCCN1CCCC1=O)C2	-7	13	2	0.1	5	1	-4	1	4
O=C(NC1(C(F)(F)F)NC(=O)N(C2CCCCC2)C1=O)c1cccs1 (configuration not stated)	-3	10	0	0.2	4	-1	-2	-2	-19
COc1cccc(OC)c1C(=O)OCC(=O)NCC1CCCCC1	-2	2	-8	1.5	-2	3	-12	-5	-3
COc1ccccc1CN1C(=O)[C@@H]2Cc3c([nH]c4ccccc34)C(C)(C)N2C1=O	-7	19	11	5.0	-2	15	-3	6	-9
Cc1ccc2c(c1)CCCN2C(=O)NC1CCCCC1	-4	-3	0	0.4	-8	1	0	-5	6
COc1ccc(NC(=S)Nc2ccc3cn[nH]c3c2)cc1	-2	16	12	0.3	-6	0	5	-6	-5
O=C(NCc1ccco1)C(=O)NCC1OCCN1S(=O)(=O)c1ccc(F)cc1 (configuration not stated)	2	1	-4	0.4	-6	2	13	0	5
CCN(CC(=O)Nc1ccc2c(c1)OCCO2)C(=O)CC1CCCC1	-5	-5	5	-0.3	6	0	4	-2	14
CC(=O)N1CCCN(Cc2cn(-c3ccc(C)cc3)nc2-c2ccc(F)cc2)CC1	2	-3	8	1.4	-2	4	1	-5	-10
CC1(C)SC2c3ccccc3C(=O)N2[C@@H]1C(=O)NCCCN1CCOCC1 (some centres not stated)	-1	0	14	0.2	-3	1	4	-5	4
COCCNC(=O)C1(C)CCCN(Cc2ccc(OCc3ccccc3)cc2)C1 (configuration not stated)	5	23	-1	2.0	-1	1	-8	-2	-7
Cc1ccc([N+](=O)[O-])c(OCc2ncc(Cl)n2C)c1	3	11	0	-0.2	2	0	-8	-6	-13

# Screening results (PubChem BioAssay)
